ARNT TACC3 PPI: ARNT/TACC3 interaction disruption | AlphaScreen His-ARNT PAS-B/GST-TACC3 binding, luminescence; TACC3 fragment carries E629A point mutation | Q9Y6A5 | AID 623870 | 390,000 compounds, 0.66% hits | inhibition, % at 9.99 µM;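 active = mean inhibition of replicates at least 50% and at least half of replicates each reaching 50%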;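 also: 0% = complete ARNT plus TACC3 wells and 100% = ARNT alone without TACC3; many hits fall short of the cut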
An asterisk follows results filed as active.

ARNT TACC3 PPI | canonical_smiles
1 | COc1cc(C)c2occ(/C(C)=N\O)c2c1
-13 | CC(=O)Nc1cc(C(=O)N2CCCC2)ccc1Sc1ccc(C)cc1
-9 | CCOC(=O)CSc1nnnn1-c1cccc2ccccc12
-1 | CCc1ccc(C(=O)COc2ccc(NC(C)=O)cc2)cc1
-3 | CCc1cc(/C(Cc2cscn2)=N\O)c(O)cc1O
3 | N#Cc1nc(COc2ccc(Br)cc2)oc1NCCN1CCOCC1
-5 | CCN(CC(=O)Nc1cc(C)nn1-c1nc(C)cc(C)n1)Cc1ccccc1
7 | CCC(=O)Nc1ccc(-c2ccc(N3CCN(C)CC3)nn2)cc1
0 | CCCCn1nnnc1SCC(=O)NNC(=O)C1CCCCC1
11 | Cc1cc(NC(=O)c2cnn3c(C(F)F)cc(C4CC4)nc23)no1
-1 | Cn1c(SCC(=O)c2ccc(F)cc2)nnc1-c1cnccn1
-1 | Cc1cc(Cl)c(OCCCn2cncn2)c(Br)c1
11 | CCOC(=O)c1c(C)n(-c2ccc(C)cc2)c2ccc(OCC(O)CNCC3CCCO3)cc12 (stereo unspecified)
-5 | COc1ccc(C2C(C#N)=C(N)Oc3c2sc2nc(C)cc(C)c32)cc1 (stereo unspecified)
0 | CCOC(=O)c1c(NC(=O)c2c(-c3ccccc3)noc2C)sc(C)c1-c1ccccc1
5 | COc1cccc(/C=N/NC(=O)CSc2nnc(C)n2-c2ccccc2)c1O
2 | CC(=O)Nc1ccc(S(=O)(=O)NCCc2csc(C)n2)cc1
73* | Cc1cccc(Nc2nc(-c3ccccn3)cs2)n1
3 | COc1cccc(C2C3(C#N)C(N)=NC(OC)(OC)C23C#N)c1 (stereo unspecified)
-15 | O=C(CSc1ncnc2ccccc12)c1ccco1
2 | CCc1cc2ccc(C)cc2nc1SCC(=O)N1CCN(C(=O)c2ccco2)CC1
-13 | CCC(C)(C)NC(=O)C(c1ccco1)N(C(=O)Cn1nnc2ccccc21)c1ccc2c(c1)OCO2 (stereo unspecified)
-4 | COCCN(Cc1cc2ccccc2[nH]c1=O)C(=O)c1ccccc1OC
0 | Cn1cc(C(=O)C(F)(F)F)c2ccccc21
2 | CCN(CCO)c1ccc(-n2c(N)c(C(=O)OC)c3nc4ccccc4nc32)cc1
-5 | CCOC(=O)c1c(C)[nH]c(C(=O)OCc2c(C)noc2C)c1C
-6 | Cc1nc(Cc2nnc(SC(C)C(=O)Nc3cccc(C#N)c3)o2)cs1 (stereo unspecified)
-1 | Cc1ccc(S(=O)(=O)N2CCOCC2)cc1C(=O)NCCCn1ccnc1
0 | Cc1nn(C)c(C)c1NC(=O)CN1CCC(O)(c2ccc3c(c2)OCO3)CC1
-2 | O=S(=O)(NCc1cccnc1)c1ccc2c(c1)OCCO2
-3 | CCCCN(CCCC)S(=O)(=O)c1ccc(OC)c2ncccc12
4 | Nc1nonc1N1CCCCC1
-10 | COc1ccc(OC)c(S(=O)(=O)Nc2cc(Cl)cc(Cl)c2)c1
-4 | Cn1c(-n2c(CCCN3C(=O)c4ccccc4C3=O)nc3ccccc3c2=O)nc2ccccc21
21 | COC(=O)c1ccc(NC(=O)CN2C(=O)CSC2=O)cc1
-4 | Cc1cc(OCCCn2ccnc2)cc(C)c1Cl
-2 | Cc1oc2c(c1C(=O)NCc1cc(C(=O)O)co1)CCCC2
-1 | O=c1cc(-c2ccccc2)nc2nc(-c3ccco3)[nH]n12
0 | O=C(c1c[nH]c2ccc(S(=O)(=O)N3CCC4(CC3)OCCO4)cc2c1=O)N1CCOCC1
-10 | CCN(CC)CCN1C(=O)C(O)=C(C(=O)c2cccs2)C1c1ccccn1 (stereo unspecified)
1 | CCOc1ccc2nc(NC(=O)CSC3=NCCS3)sc2c1
21 | Cc1nc2nc(-c3ccco3)[nH]n2c(=O)c1C
2 | Clc1ccc(Cn2cc(/C=N/n3cnnc3)c3ccccc32)cc1
33 | O=C1C(Nc2ccccc2)=C(N2CCCCC2)C(=O)c2ccccc21
-1 | NC1=NC(=O)CC(C(=O)Nc2cccc3ccccc23)S1 (stereo unspecified)
-8 | O=S(=O)(NCc1ccccc1)c1ccc(Cl)c(S(=O)(=O)NCc2ccccc2)c1
-1 | Cc1occc1C(=O)NC(C)C(C)(C)C (stereo unspecified)
4 | Cc1cccc(Nc2nc(-c3ccc4c(c3)OCCO4)cs2)c1
0 | O=S(=O)(c1ccc(Br)s1)N1CCC(Cc2ccccc2)CC1
2 | O=C(OCc1cccc2ccccc12)c1ccc2c(=O)[nH]c(CN3CCOCC3)nc2c1

In a second layout: results already given
SMILES	ARNT TACC3 PPI
Cc1occc1C(=O)NC(C)C(C)(C)C (stereo unspecified)	-1
Cc1cccc(Nc2nc(-c3ccc4c(c3)OCCO4)cs2)c1	4

Continuation.
ARNT TACC3 PPI | canonical_smiles
4 | COc1ccc(CSc2nc(C)cc(=O)[nH]2)cc1Br
0 | CCCc1nnc(SCC(=O)Nc2ccc(OCC)cc2)n1N
-4 | O=C(Nc1ccccn1)c1ccc(NC(=O)c2ccco2)cc1
-1 | COc1cccc(CNS(=O)(=O)c2ccc3c(c2)C(C)(C)C(=O)N3C)c1
-2 | CC(C)(C)C1(C)OC(C(N)=O)C(C(N)=O)O1 (stereo unspecified)
16 | Nc1ccc2nc(CN3CCOCC3)[nH]c2c1
4 | COc1ccccc1CN(Cc1nc2ccccc2c(=O)[nH]1)C(=O)Nc1ccccc1C
-3 | C=CCSc1nnc2c(n1)OC=Nc1ccc(Br)cc1-2
-2 | CCc1cc2c(NCCC(=O)O)nc(C)nc2s1
2 | O=C1CC(c2ccncc2)c2cc3c(cc2N1)OCCO3 (stereo unspecified)

Reprinted from the part before: 3 entries, then new ones.
ARNT TACC3 PPI | canonical_smiles
-3 | C=CCSc1nnc2c(n1)OC=Nc1ccc(Br)cc1-2
-2 | CCc1cc2c(NCCC(=O)O)nc(C)nc2s1
2 | O=C1CC(c2ccncc2)c2cc3c(cc2N1)OCCO3 (stereo unspecified)
1 | O=C(COCCOCC(=O)N(c1ccccn1)C1CCCCC1)N(c1ccccn1)C1CCCCC1
-1 | O=C(NCc1nnc2n1CCCCC2)c1ccc(Cl)cc1Cl
-1 | CCN(CC)S(=O)(=O)c1ccc(NCc2ccccc2)nc1
-7 | COC(=O)c1ccc(C(=O)OC)c(NC(=O)CSCc2ccccc2Br)c1
-3 | O=C(Oc1ccc(OC(=O)N2CCCCC2)cc1)c1ccccc1
-5 | COc1ccc(-c2cc(C(F)(F)F)nc(SCC(=O)N3CC(C)OC(C)C3)n2)cc1OC (stereo unspecified)
-3 | C=CCn1cc(C(=O)NCC2CCCO2)c(=O)c2cc(S(=O)(=O)N3CCCCCC3)ccc21 (stereo unspecified)
7 | Cc1c(C(=O)N2CCOCC2)sc(NC(=O)c2ccc3c(c2)OCO3)c1C#N
-3 | COc1ccccc1NC(=O)c1nn(-c2ccccc2)ccc1=O
-2 | CCC1=NC(c2ccc(OC)cc2)N(O)C1(C)C (stereo unspecified)
0 | O=S(=O)(Nc1nc2ccccc2[nH]1)c1ccccc1
-9 | COc1ccc(S(=O)(=O)CCC(=O)Nc2c(C)n(C)n(-c3ccccc3)c2=O)cc1
-9 | Cc1ccc(C(=O)Nc2ccc(Oc3ccc(C(=O)O)c(C(=O)O)c3)cc2)cc1C
-5 | CCOC(=O)CSc1nc2cc(C(=O)NCC3CCCO3)ccc2c(=O)n1Cc1ccco1 (stereo unspecified)
-1 | O=C(NCCN1CCN(c2ccccc2)CC1)C1CCCN(S(=O)(=O)c2cnc[nH]2)C1 (stereo unspecified)
-2 | O=C(CN(C(=O)CNS(=O)(=O)c1ccccc1)C1CCCC1)NCC1CCCO1 (stereo unspecified)
24 | CCC(C)(C)NC(=O)C(c1ccc(F)cc1)N(Cc1ccco1)C(=O)CCC(=O)Nc1ccccn1 (stereo unspecified)
-2 | OCC12COC(c3ccccc3)N1C(c1ccccc1)OC2 (stereo unspecified)
-32 | Cn1nnnc1SCCNCc1cccnc1
-3 | O=C(Cn1cccc1C(=O)c1ccccc1)NCc1ccco1
-4 | NC(=O)CSc1nnc(Cc2csc(Nc3ccc(F)cc3)n2)n1Cc1ccccc1
-3 | CC(C(=O)N1CCCCC1)n1sc2ccccc2c1=O (stereo unspecified)
-10 | OC(COc1ccc(Br)cc1)CN1CCOCC1 (stereo unspecified)
2 | COc1ccc(CN2CCCCC2C)c(C)c1C (stereo unspecified)
3 | CCOC(=O)c1ccc(NC(=O)NCc2ccn(CC)n2)cc1
-5 | Cc1c(C(=O)NCCc2ccc3c(c2)OCCO3)oc2ccccc12
-1 | N#Cc1nc(Cc2cccc3ccccc23)oc1NCc1ccc2c(c1)OCO2
1 | O/C(=C\Sc1nnc(Cc2ccccc2)o1)c1ccc(F)cc1
-5 | COc1ccc(CCNC2CC(=O)N(CCc3ccc(OC)c(OC)c3)C2=O)cc1OC (stereo unspecified)
-7 | COC(=O)c1nc(-n2nc(C)cc2C)ccc1Cl
-18 | CC(C)(C)NC(=O)COc1ccc(CNCc2cccs2)cc1
-8 | CCOc1ccc(N=C2NC(=O)S/C2=C\c2ccc(Cl)cc2)cc1
7 | CCn1ccnc1C(O)c1ccc(N(C)C)cc1 (stereo unspecified)
2 | CCn1c(-c2ccco2)nc2ccccc21
-20 | COc1ccc(CC(=O)O/N=C(\N)Cc2ccc(OC)cc2)cc1
-16 | CCOC(=O)Cc1c(C)c2ccc(N(CC)CC)cc2oc1=O
29 | COC(=O)c1cccc(S(=O)(=O)N2CCC(C)CC2)c1
20 | Cc1ccc(OCc2nnc(SCCN3CCOCC3)n2C)cc1
-7 | O=C(COC(=O)CCC1CCCC1)Nc1ccc(Cl)cn1
-2 | COc1ccc(-n2ncc(S(=O)(=O)c3ccccc3)c2-c2ccc(Cl)cc2)cc1

Entries listed above shown as hits in ARNT TACC3 PPI.
ARNT TACC3 PPI | canonical_smiles
73* | Cc1cccc(Nc2nc(-c3ccccn3)cs2)n1

Ordered by number of heavy atoms (rising): part of the list above.
ARNT TACC3 PPI | canonical_smiles
29 | COC(=O)c1cccc(S(=O)(=O)N2CCC(C)CC2)c1
-7 | O=C(COC(=O)CCC1CCCC1)Nc1ccc(Cl)cn1
-18 | CC(C)(C)NC(=O)COc1ccc(CNCc2cccs2)cc1
-20 | COc1ccc(CC(=O)O/N=C(\N)Cc2ccc(OC)cc2)cc1

(more compounds)
ARNT TACC3 PPI | canonical_smiles
-6 | c1csc(-c2nc3ccccc3[nH]2)c1
-8 | CC[C@@]12C(=O)N(c3cccc(F)c3)C(=O)N1[C@H](c1ccc(F)cc1)[C@@H]1C(=O)N(C3CCCCC3)C(=O)[C@@H]12
-1 | CC(C)(C)c1ccc(/C=C(\c2nc3ccccc3[nH]2)S(=O)(=O)c2ccccc2)cc1
-6 | CN(C)C=NC1=NN(c2cccc(C(F)(F)F)c2)CC1
6 | CC(C)(O)C#CC#CCN1CCOCC1
-24 | COc1cccc(C(=O)N/N=C2/SCC(=O)N2CCc2ccc(OC)c(OC)c2)c1
-19 | CC(=O)Nc1ccc(S(=O)(=O)N2CCSC2C(=O)O)cc1 (stereo unspecified)
19 | Nc1cc2c(cc1C(=O)c1ccc(Cl)cc1)OCCO2
-12 | Nc1c(S(=O)(=O)c2ccccc2)cnc2c(-c3ccc(F)cc3)cnn12
-4 | CC(C)C1CC(c2csc(N)n2)CCO1 (stereo unspecified)
-7 | CN(C)S(=O)(=O)c1ccc(C(=O)OCC(=O)c2ccc(OC(F)F)cc2OC(F)F)cc1
-6 | COc1ccc(-n2c(SCC(N)=O)nc3nc4c(cc3c2=O)COC(C)(C)C4)cc1
6 | COC(=O)c1ccccc1NC(=O)C1CCN(S(=O)(=O)c2cc(C)ccc2OC)CC1
-5 | CCCCNC(=O)C1(c2ccc(OC)cc2)CCOCC1
-7 | Cc1cccc(NC(=O)CN2C(=O)/C(=C3\SC(=S)N(CC4CCCO4)C3=O)c3ccccc32)c1 (stereo unspecified)
-3 | CCOC(=O)c1c(NC(=O)CSc2nnc(-c3ccco3)o2)sc(C(C)=O)c1C
-8 | COc1ccc(CCNC(=O)c2ccc(=O)[nH]n2)cc1OC
15 | N#C/C(=C\C1CC2C=CC1C2)c1nc2ccccc2[nH]1 (stereo unspecified)
0 | COc1cc(C(=O)N(CCc2ccccc2)C2=CC3CCC(C2)N3C)cc(OC)c1OC (stereo unspecified)
-16 | COCc1cc(=O)[nH]c(/N=C(\N)Nc2ccc(Oc3ccccc3)cc2)n1
-4 | CC(C)N(C(=O)N1CCC(c2nc(-c3ccncc3)no2)CC1)C(C)C
-7 | Cc1cccc(NC(=O)c2cc3ccccc3o2)c1
-1 | CCOc1cc(S(=O)(=O)N2CCN(CC)CC2)ccc1Cl
-6 | CCOc1ccccc1N1CCN(S(=O)(=O)CC)CC1
-10 | CCOC(=O)CC(=O)CSc1nc2ccccc2c(=O)n1-c1ccc(C(=O)N2CCOCC2)cc1
-6 | CCOC(=O)C1(C(=O)O)NC(=O)CC1c1ccccc1 (stereo unspecified)
-2 | C=CCn1c(SCC(=O)N(C)C2CCS(=O)(=O)C2)nnc1-c1ccncc1 (stereo unspecified)
-9 | COc1ccnc(Oc2ccccc2)c1C(=O)N/C=N/OCc1ccc(F)cc1Cl
-4 | CC1(C)Cc2nc(N3CCOCC3)c(C#N)cc2CO1
0 | COc1ccc(OCc2nc(N)nc(Nc3cccc(C)c3C)n2)cc1
15 | CCC(=O)N1CCc2cc(S(=O)(=O)CCC(=O)NCc3cccs3)ccc21
6 | CC(C)OC(=O)CSc1nnc(-c2ccccn2)n1C
-2 | Cc1ccc(-n2c(O)cnc2Nc2nc(C)cc(C)n2)cc1
0 | CC1=C(C#N)C(c2ccoc2)C(C(=O)OCc2ccccc2)=C(N)S1 (stereo unspecified)
4 | Cc1ccc(CSCC(=O)N/N=C/c2sccc2C)cc1
5 | O=C(NCNC(=O)c1ccccc1)c1ccccc1

Some of the compounds tested; count on the stated rates, not on these rows.
